Compound activity deposited in PubChem by several laboratories.
TRPC4 act – activators of mouse TRPC4 channel, primary screen, Fluo4 calcium, HEK293 TRPC4beta/mu-opioid cells | Short transient receptor potential channel 4 (Mus musculus), Q9QUQ5 | Fluo4 calcium fluorescence; stronger effect = higher value | B-score at 10 µM | 310,000 compounds, 0.49% hits | AID 2237, 2010;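 active means B-score above 5 SD of library B-scores, and initial fluorescence ratio not above library mean plus 5 SD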;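 further: positive B-score marks a calcium rise read as TRPC4 activation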
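Assay system: HEK293 cells stably co-expressing mouse TRPC4beta and mu-opioid receptor / Timing: Fluo4 dye loading 45 min at room temperature, 110 s recording / Signal: Fluo4 calcium-sensitive dye fluorescence, kinetic, 1 Hz baseline / Read-out: integrated baseline-normalised fluorescence ratio, converted to per-well B score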
HIF activator – HIF pathway transcriptional activators, primary screen, cell-based, U2OS HRE-luciferase, luminescence | U2OS HRE-luciferase reporter; normalized: DMSO 0%, desferrioxamine 100% | activation, % at 7.5 µM (by protocol) | 300,000 compounds, 0.32% hits | AID 1910, 2009;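 active means mean activation of at least 10% of the iron chelator positive control signal, with at least half of replicates also reaching 10%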
TRPC4 potent – positive allosteric modulators of TRPC4, primary screen, cell-based, mouse TRPC4beta, HEK293 mu-opioid, Fluo-4 calcium; 310,000 compounds, 0.42% hits; DAMGO EC20, Fluo-4 Ca2+ flux; stronger effect = higher value; Short transient receptor potential channel 4 (Mus musculus), Q9QUQ5; B-score at 10 µM; AID 2227, 2009;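 active means B-score of calcium response area above 5 SD of library B-scores, with initial fluorescence ratio within 5 SD of library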;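 further: B-score of integrated fluorescence ratio over time as area under calcium response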
MrgX1 antagonist – antagonists of human MrgX1 receptor, primary screen, HEK293 cells, Fluo-4 calcium flux; Mas-related G-protein coupled receptor member X1 (Homo sapiens), Q96LB2; BAM8-22 antagonism; stronger effect = lower value; B-score at 10 µM; 310,000 compounds, 1.3% hits;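 active means calcium-response B-score plate-corrected more than 3 library SD below zero, starting fluorescence within 5 deviations, no agonist response on first addition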;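 further: peak minus trough fluorescence over baseline after final BAM8-22 challenge near maximal dose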
TRPC4 inh – inhibitors of mouse TRPC4 channel, primary screen, Fluo4 calcium, HEK293 TRPC4beta/mu-opioid cells; Short transient receptor potential channel 4 (Mus musculus), Q9QUQ5; DAMGO-evoked Fluo4 calcium flux; stronger effect = lower value; B-score at 10 µM; 300,000 compounds, 0.39% hits;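 active means B-score over 3 SD under the library average, no early fluorescence shift, positive overall ratio signal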
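Material: HEK293 cells with stable TRPC4beta plus mu-opioid receptor expression; probe or stimulus: DAMGO in two steps, submaximal then maximal; technique: Fluo4 calcium fluorescence by kinetic imaging, 5 s 1 Hz baseline; measure: integrated fluorescence ratio relative to baseline, converted to per-well B score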
IEC-6 tox – cytotoxicity in IEC-6 intestinal epithelial cells, primary screen, cytotoxicity control for KLF5 inhibitor project, cell-based, luminescence. IEC-6 cytotoxicity, luminescence viability. inhibition, % at 5 µM. 290,000 compounds, 0.78% hits; in the data active means inhibition above about 22%;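 further: 0% = plate median of test compound wells and 100% = cytotoxic reference compound wells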
TRPC6 inhibitor – mouse TRPC6 channel inhibitors, primary screen, cell-based, HEK293, membrane potential dye. Short transient receptor potential channel 6 (Mus musculus), Q61143. ACh-evoked depolarization; stronger effect = lower value. B-score at 10 µM. 310,000 compounds, 1.1% hits. AID 2553, 2010;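 active means B-score under library mean minus 3 SD, initial fluorescence not abnormally high, positive integrated signal ratio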;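 further: B-score derived from integrated fluorescence ratio over the kinetic read; more negative B-score means stronger inhibition of depolarization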
Target sequence (Q61143 whole entry, looked up): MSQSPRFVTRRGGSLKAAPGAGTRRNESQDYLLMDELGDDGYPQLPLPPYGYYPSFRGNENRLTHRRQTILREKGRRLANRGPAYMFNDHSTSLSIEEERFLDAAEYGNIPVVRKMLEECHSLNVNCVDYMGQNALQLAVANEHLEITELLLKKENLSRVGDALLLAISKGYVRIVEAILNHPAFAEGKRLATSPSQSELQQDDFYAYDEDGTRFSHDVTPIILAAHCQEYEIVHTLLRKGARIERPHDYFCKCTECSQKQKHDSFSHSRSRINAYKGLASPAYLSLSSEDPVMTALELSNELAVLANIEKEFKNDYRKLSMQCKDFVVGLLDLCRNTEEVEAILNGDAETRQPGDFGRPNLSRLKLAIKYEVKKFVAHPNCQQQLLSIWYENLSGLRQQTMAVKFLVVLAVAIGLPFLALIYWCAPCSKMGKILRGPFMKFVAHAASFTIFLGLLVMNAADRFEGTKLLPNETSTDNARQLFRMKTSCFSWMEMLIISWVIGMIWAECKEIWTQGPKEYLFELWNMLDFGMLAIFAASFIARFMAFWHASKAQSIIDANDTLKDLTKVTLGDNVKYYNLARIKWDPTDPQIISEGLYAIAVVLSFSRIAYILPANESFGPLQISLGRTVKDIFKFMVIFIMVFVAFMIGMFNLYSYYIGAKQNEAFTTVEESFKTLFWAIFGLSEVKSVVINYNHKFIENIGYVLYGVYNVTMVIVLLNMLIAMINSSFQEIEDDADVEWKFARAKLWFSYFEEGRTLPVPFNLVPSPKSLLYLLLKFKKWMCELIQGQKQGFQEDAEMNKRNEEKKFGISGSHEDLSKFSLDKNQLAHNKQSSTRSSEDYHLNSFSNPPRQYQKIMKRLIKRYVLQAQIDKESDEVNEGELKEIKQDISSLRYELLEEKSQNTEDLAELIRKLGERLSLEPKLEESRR
TRPC6 act – mouse TRPC6 channel activators, primary screen, cell-based, HEK293, membrane potential dye. Short transient receptor potential channel 6 (Mus musculus), Q61143. HEK293-TRPC6 membrane potential dye fluorescence; stronger effect = higher value. B-score at 10 µM. 310,000 compounds, 0.13% hits. AID 2550, 2010;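 active means B-score of the integrated fluorescence ratio above library mean plus 3 SD, and starting fluorescence ratio within library mean plus 5 SD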;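 further: higher score means more depolarization so channel activation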
KLF5 inhibitor – KLF5 expression inhibitors, primary screen, DLD-1 cells, luminescence; DLD-1 KLF5 promoter-luciferase reporter; inhibition, % at 5 µM; 290,000 compounds, 0.23% hits; AID 1700, 2009;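 active means inhibition above a per-plate limit of that plate's mean compound inhibition plus 3 SD, cut at about 60% in these data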;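 further: 0% = DMSO wells and 100% = LY294002 at 200 µM; higher means less KLF5 promoter-driven luciferase light; inactives centre near -14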
SKKanGAS inh – S. pyogenes SKKanGAS growth inhibitors in kanamycin, primary screen, streptokinase expression inhibitor project, SKKanGAS strain, BacTiter-Glo luminescence. 6 h. inhibition, % at 7.5 µM. 300,000 compounds, 1.3% hits. AID 1662, 2009;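 active means mean replicate score, as percent of positive control median, at least 50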;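 further: strain carries kanamycin resistance gene driven by streptokinase promoter and grows in 40 µg/ml kanamycin; loss of luminescence reflects streptokinase promoter inhibition or plain growth inhibition; 0% = median of DMSO wells and 100% = positive control at its reference dose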
aSyn 5UTR inh – MLPCN primary screen, SNCA 5' untranslated region; AID 1813, 2009; alpha-synuclein 5'UTR reporter, inhibitor activity; 300,000 compounds, 0.82% hits; inhibition, % (tested at 7.5 µM); in the data active means inhibition above about 60%;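 further: H4 neuroglioblastoma cells stably carrying SNCA 5'UTR luciferase fusion; 0% = DMSO wells and 100% = positive control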
An asterisk follows results filed as active; i = inactive; . = no result given.

Values run as follows: TRPC4 act | HIF activator | TRPC4 potent | MrgX1 antagonist | TRPC4 inh | IEC-6 tox | TRPC6 inhibitor | TRPC6 act | KLF5 inhibitor | SKKanGAS inh | aSyn 5UTR inh
1	CC1CCc2c(sc(NC(=O)C(=O)NCc3ccco3)c2C#N)C1 (stereo unspecified)
→ i | 0.1 | i | i | i | 1 | i | i | -34 | -1 | -1
2	Nc1cnc(CNc2ccccc2Cl)cn1
→ i | 2.5 | i | i | i | . | i | i | . | -5 | -50
3	CC1(C)CC(=O)C(C(O)c2ccccc2)C(C)(C)N1 (stereo unspecified)
→ i | -0.4 | i | i | i | -3 | i | i | -37 | 2 | -14
4	COc1ccc(/C=C/C(=O)N2CCN(c3ccccn3)CC2)cc1OC
→ i | 0.1 | i | i | i | -9 | i | i | -45 | -7 | 6
5	Cc1cc(C)cc(OCC(O)CN2CCC(CN3C(=O)c4cccc5cccc(c45)C3=O)CC2)c1 (stereo unspecified)
→ i | 0.2 | i | i | i | . | i | i | . | 3 | 15
6	CC(=O)CSc1nc(N(C)C)nc(N(C)C)n1
→ i | -0.6 | i | i | i | -6 | i | i | -22 | -6 | 4
7	O=C(Nc1ccc(CN2CCS(=O)(=O)CC2)cc1)c1ccc(C(F)(F)F)cc1
→ i | 0.2 | i | i | i | 0 | i | i | -27 | 1 | 3
8	O=C(NC1CCCC1)c1sc(=S)n2c1[nH]c(=O)c1ccccc12
→ 83* | 0.5 | i | i | i | -2 | i | i | -13 | 30 | -13
9	CN(CC(=O)Nc1cccc(F)c1)C(=O)CCCc1cccs1
→ i | 0.5 | i | i | i | -5 | i | i | -5 | -11 | -9
10	CN1C(C(=O)NCc2ccccc2)CC2Cn3c(nc4cc5ccccc5cc43)C21 (stereo unspecified)
→ i | -4.7 | i | i | i | . | i | i | . | 15 | 10
11	O=C(NCc1cccnc1)Nc1ccccc1C(F)(F)F
→ i | -0.5 | i | i | i | 3 | i | i | -24 | -3 | -12
12	N#C/C(=C\c1cccnc1)C(=O)Nc1cccc(Cl)c1
→ i | 0.2 | i | i | i | -11 | i | i | -12 | 2 | 1
13	O=C(c1cc(S(=O)(=O)N2CCOCC2)ccc1Cl)N1CCN(c2ccccn2)CC1
→ i | -0.2 | i | i | i | 10 | i | i | -15 | -1 | 16
14	CN1CCN(C(=S)NC(=O)c2cccc(S(=O)(=O)N(C)C)c2)CC1
→ i | -0.2 | i | i | i | -1 | i | i | -9 | -2 | -8
15	S=C(Nc1ccc(Cl)cc1)Nc1ccc2c(c1)OCCO2
→ i | . | i | i | i | 5 | i | i | -87 | . | .
16	CCCN(CCC)C(=O)CC(c1ccc(F)cc1)c1ccco1 (stereo unspecified)
→ i | -0.9 | i | i | i | 3 | i | i | -34 | 4 | 6
17	CN1CCN(C(=S)Nc2ccc(S(N)(=O)=O)cc2)CC1
→ i | 0.1 | i | i | i | -2 | i | i | -22 | 20 | 3
18	CC(=O)N1N=C(c2ccc(Br)cc2)OC12CCCC2
→ i | -0.3 | i | i | i | -1 | i | i | 12 | -12 | -3
19	Cc1ccc(/C=N/Nc2ccc(C(=O)O)cc2)o1
→ i | 0.2 | i | i | i | -1 | i | i | -54 | 7 | -70
20	CCCCCCCNC(=O)C1(CC2CC(c3cccc(Br)c3)=NO2)CCN(C(=O)c2ccccc2)CC1 (stereo unspecified)
→ i | -1.5 | i | i | i | . | i | i | . | 39 | 11

Continued, starting with the last three of the part before.
Values run as follows: TRPC4 act | HIF activator | TRPC4 potent | MrgX1 antagonist | TRPC4 inh | IEC-6 tox | TRPC6 inhibitor | TRPC6 act | KLF5 inhibitor | SKKanGAS inh | aSyn 5UTR inh
18	CC(=O)N1N=C(c2ccc(Br)cc2)OC12CCCC2
→ i | -0.3 | i | i | i | -1 | i | i | 12 | -12 | -3
19	Cc1ccc(/C=N/Nc2ccc(C(=O)O)cc2)o1
→ i | 0.2 | i | i | i | -1 | i | i | -54 | 7 | -70
20	CCCCCCCNC(=O)C1(CC2CC(c3cccc(Br)c3)=NO2)CCN(C(=O)c2ccccc2)CC1 (stereo unspecified)
→ i | -1.5 | i | i | i | . | i | i | . | 39 | 11
21	Oc1ccc(-n2nnnc2SCc2ccccc2Br)cc1
→ i | -2.1 | i | i | i | -9 | i | i | -30 | 10 | 1
22	CN1CCN(c2nc3c(c(=O)n(C)c(=O)n3C)n2CC(=O)C23CC4CC(CC(C4)C2)C3)CC1
→ i | 0.2 | i | i | -6* | 3 | i | i | -16 | 7 | -3
23	O=C(NC(NC(=S)Nc1ccc(Cl)cc1Cl)C(Cl)(Cl)Cl)c1cccc([N+](=O)[O-])c1 (stereo unspecified)
→ i | -0.7 | i | i | i | -1 | i | i | 13 | 106* | -1
24	CC(CN1CCCCC1)OC(=O)c1ccc(Cl)cc1 (stereo unspecified)
→ i | 0.1 | i | i | i | 0 | i | i | -21 | -11 | 9
25	FC(F)(F)c1ccccc1-n1c(CN2CCCCC2)n[nH]c1=S
→ i | 0.2 | i | i | i | -6 | i | i | 4 | -1 | -11
26	c1ccc(C2COC(c3cccs3)=N2)cc1 (stereo unspecified)
→ i | 0.8 | i | i | i | -1 | i | i | -24 | 2 | -23
27	COc1ccccc1C(C)NC(=O)Cc1ccsc1 (stereo unspecified)
→ i | -0.2 | i | i | i | 2 | i | i | -10 | 5 | 18
28	CNc1nc(NCCOC23CC4CC(CC(C4)C2)C3)nc(OCC(F)(F)F)n1
→ i | -0.2 | i | i | i | 0 | i | i | -2 | -14 | 23
29	Cc1ccc(N(C(=O)CCC(=O)Nc2cc(C)on2)C(C(=O)NC2CCCC2)c2ccccc2)cc1 (stereo unspecified)
→ i | -0.9 | i | i | i | -6 | i | i | -2 | -15 | 39
30	CCOC(=O)C1CCN(c2ncnc3c2oc2ccccc23)CC1
→ i | . | i | i | i | 7 | i | i | -2 | -4 | 8
31	CCOC(=O)c1cc2cc3ccccc3cc2oc1=O
→ i | -0.2 | 13* | i | i | -3 | i | i | -38 | -11 | -56
32	O=C(c1cc([N+](=O)[O-])ccc1N1CCN(S(=O)(=O)c2ccc(Cl)c(Cl)c2)CC1)N1CCOCC1
→ i | 0.0 | i | i | i | 2 | i | i | -29 | -3 | 25
33	O=C(CN1CCN(c2cccc(Cl)c2)CC1)Nc1ccc(S(=O)(=O)N2CCOCC2)cc1
→ i | 0.2 | i | i | i | 3 | i | i | -14 | 30 | -3
34	COc1cc(C(=O)NCc2nnc(SCC(=O)c3ccccc3)o2)cc(OC)c1OC
→ i | -0.1 | i | i | i | 1 | i | i | -7 | -1 | 29
35	COc1ccc(NS(=O)(=O)c2cc(NC(=O)c3ccccc3F)ccc2N2CCCC2)cc1
→ i | 0.7 | i | i | i | -2 | i | i | 4 | 2 | -26
36	CCOCCCNC(=O)c1ccc(Br)cc1
→ i | 2.3 | i | i | i | -5 | i | i | -44 | 1 | -84
37	COc1cccc(NC(=O)Cn2cnc3sc(C)c(S(=O)(=O)N4CCCCC4)c3c2=O)c1
→ i | 0.1 | i | i | i | 2 | i | i | 1 | -1 | 2
38	Cc1ccnc(NC(=O)CCC(=O)N(CC(=O)NC(C)(C)C)C2CCCC2)c1
→ i | 0.0 | i | i | i | -9 | i | i | 3 | 2 | -1
39	COc1cc(NC(=O)CN2C(=O)COc3ccc(S(=O)(=O)N4CCOCC4)cc32)cc(OC)c1
→ i | -0.2 | i | i | i | -2 | i | i | 13 | 6 | -42
40	CC(=C/c1ccc(C(C)C)cc1)/C=N/NC(=O)CSc1ccccn1
→ i | 1.0 | i | i | i | -3 | i | i | -59 | 68* | -164
41	O=C(NCc1ccco1)c1cc2cc3ccc(Cl)cc3nc2o1
→ i | 1.1 | i | i | i | -8 | i | i | -20 | -2 | -62
42	c1ccc2c(c1)[nH]c1c(N3CCOCC3)ncnc12
→ i | 0.2 | i | i | i | 7 | i | i | -16 | -13 | -35
43	CCOC(=O)N1CCN(C(=O)CSc2nc(CC)nc3c2c(=O)n(C)c(=O)n3C)CC1
→ i | 0.1 | i | i | i | -9 | i | i | 3 | -10 | -4
44	COc1ccc(OC)c(CC(NC(C)=O)C(=O)NC2CCN(c3nnnn3-c3ccccc3)CC2)c1 (stereo unspecified)
→ i | -0.5 | i | i | i | -8 | i | i | -5 | 5 | -12
45	Cc1ccc(-c2cc(C(=O)Nc3cccnc3)c3ccccc3n2)s1
→ i | 1.9 | i | i | i | 5 | i | i | -20 | 5 | -19
46	Cc1ccc(C(C(=O)NC2CCCCC2)N(C(=O)Cc2c[nH]c3ccccc23)c2ccccc2)o1 (stereo unspecified)
→ i | -0.4 | i | i | i | 6 | i | i | 17 | 10 | -4
47	Cc1ccc2c(c1)nnn2C1CCN(S(=O)(=O)c2ccc(C(=O)N(C)C)cc2)CC1
→ i | -0.1 | i | -7* | i | 0 | i | i | -6 | -7 | 2
48	CN(C)S(=O)(=O)c1ccc(N2CCCC2)c(C(=O)Nc2nc(-c3ccc(F)cc3)cs2)c1
→ i | -1.2 | i | i | i | 1 | i | i | -6 | -2 | 24
49	CCCCOc1ccc(C(=O)N(Cc2ccccc2)C2CCS(=O)(=O)C2)cc1 (stereo unspecified)
→ i | 0.3 | i | i | i | -8 | i | i | -26 | 24 | 0
50	CC(C)N1CCC(N2CCN(C3CCCC3)CC2CCO)CC1 (stereo unspecified)
→ i | 0.3 | i | i | i | -3 | i | i | -13 | 0 | -5
51	COc1ccc(NC(=O)c2cc(C)on2)cc1OC
→ i | 0.1 | i | i | i | 3 | i | i | -34 | 1 | 0
52	CC1CN(C(=O)CCc2cc(C(C)(C)C)c(O)c(C(C)(C)C)c2)CC(C)O1 (stereo unspecified)
→ i | 0.3 | i | i | i | -5 | i | i | -11 | -3 | -3

Compounds were not picked by outcome. About 5.8% of those tested had a hit in this group.
